V-ATPase pH – alters yeast V-ATPase proton transport. response, % at 10 µM. S. cerevisiae, pHLuorin cytosolic pH fluorescence. 350,000 tested, 0.37% active; in the data active = response mostly above about 7.3%, no sharp cut-off; inactive = mostly below about 5.4%; also: actives read high; inactives centre near 0; some compounds called inactive have numbers as strong as hits; reference of the scale not given here
HTR5A ag ctr – HTR5A agonism, opioid heterodimer counter-screen; P47898; HTR5A agonist assay, luminescence, cell-based; activation, % at 9.3 µM; 340,000 tested, 0.61% active; AID 504692; in the data active = activation mostly above about 9.5%, no sharp cut-off; inactive = mostly below about 7.6%;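 also: 0% = cells with vehicle only and 100% = reference agonist; strong numbers were not always called active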
Keap1-Nrf2 PPI – inhibitors of human Keap1-Nrf2 protein-protein interaction. 340,000 tested, 0.15% active. inhibition, % at 9.4 µM. Q14145. Keap1 Kelch-Nrf2 peptide fluorescence polarization, 1536-well; in the data active = inhibition above about 12%;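 also: human Keap1 Kelch domain with fluorescein labeled Nrf2 9mer peptide probe; 0% = neutral control wells and 100% = peptide positive control; higher means more block of Keap1 binding to Nrf2 peptide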
OPRM1-OPRD1 inv – inverse agonists of human mu-delta opioid receptor heterodimerization; inhibition, % at 9.3 µM; 340,000 tested, 0.21% active; cell-based MOR-DOR heterodimer luminescence, inverse agonism; in the data active = inhibition above about 22%, passing the limit was not always enough;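 also: 0% = cells with DMSO and 100% = wells without cells with DMSO; values of inactives mirror those of a sister screen read the other way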
Target sequence (P35372 whole entry, looked up): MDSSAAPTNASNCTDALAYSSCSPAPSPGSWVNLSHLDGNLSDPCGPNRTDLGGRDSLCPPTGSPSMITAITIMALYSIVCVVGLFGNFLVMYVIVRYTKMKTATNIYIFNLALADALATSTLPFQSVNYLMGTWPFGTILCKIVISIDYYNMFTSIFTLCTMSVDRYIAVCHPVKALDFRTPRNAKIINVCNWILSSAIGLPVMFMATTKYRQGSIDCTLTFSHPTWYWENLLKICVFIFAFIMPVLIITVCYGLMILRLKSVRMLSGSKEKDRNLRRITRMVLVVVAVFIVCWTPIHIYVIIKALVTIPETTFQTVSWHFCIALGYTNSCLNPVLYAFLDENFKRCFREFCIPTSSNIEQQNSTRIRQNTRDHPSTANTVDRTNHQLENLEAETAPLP
Target sequence (P41143 whole entry, looked up): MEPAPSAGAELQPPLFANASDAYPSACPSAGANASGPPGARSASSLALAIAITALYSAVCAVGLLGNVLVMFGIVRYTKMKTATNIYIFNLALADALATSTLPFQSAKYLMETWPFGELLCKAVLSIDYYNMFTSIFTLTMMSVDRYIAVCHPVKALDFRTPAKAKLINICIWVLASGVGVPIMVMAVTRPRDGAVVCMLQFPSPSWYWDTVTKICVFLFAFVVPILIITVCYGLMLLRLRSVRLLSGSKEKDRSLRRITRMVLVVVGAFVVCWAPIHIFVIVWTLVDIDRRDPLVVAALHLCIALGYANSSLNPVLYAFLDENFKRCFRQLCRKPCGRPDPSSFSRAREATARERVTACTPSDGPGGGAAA
RTF Ca sens inh – cardiac RTF calcium desensitization; P19429+P45379; IANBD-labeled cardiac RTF, Ca2+ fluorescence; inhibition, % at 7.15 µM; 340,000 tested, 0.12% active;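 active = inhibition above the mean inhibition of all tested compounds plus 3 SD, cut at about 17% in these data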;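 also: assay run at fixed EC70 calcium of 1.6 mM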
CAL PDZ FP – CAL PDZ (human) peptide binding inhibition | Q9HD26 | purified CAL PDZ, TMR-peptide fluorescence polarization, 1 h | inhibition, % at 24.9 µM | 300,000 tested, 0.92% active | AID 602252;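 active = mean inhibition of at least 30% with at least half of replicates also reaching 30%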;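 also: 0% = DMSO neutral control and 100% = excess unlabeled competitor peptide PRC23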
HTR5A inv ag – counter-screen for OPRM1-OPRD1 inverse agonists: human HTR5A inverse agonism. HTR5A cell line, luminescence. inhibition, % at 9.3 µM. 340,000 tested, 0.083% active. AID 504634; in the data active = inhibition mostly above about 23%, no sharp cut-off; inactive = mostly below about 18%;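 also: 0% = cells with DMSO and 100% = no-cell wells with DMSO; some compounds called inactive have numbers as strong as hits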
MOR-DOR ag – agonists of human mu-delta opioid receptor heterodimerization; P35372+P41143; cells, OPRM1-OPRD1 heterodimerization, luminescence; activation, % at 9.3 µM; 340,000 tested, 0.3% active; AID 504326; in the data active = activation above about 18%;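 also: 0% = vehicle-treated cells and 100% = reference agonist; values of inactives mirror those of a sister screen read the other way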
LANA DNA inh – inhibitors of KSHV LANA C-terminal domain DNA binding; 340,000 tested, 0.078% active; inhibition, % at 9 µM; MBP-C-LANA/FAM-LBS DNA binding, fluorescence polarization;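 active = highest replicate inhibition at or above 60% at 9 µM, even if other replicates fall short; inactive = all replicates below 60% inhibition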;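 also: 0% = neutral control wells and 100% = 4 µM acridine orange control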
cardiac RTF act – cardiac RTF calcium sensitization. 340,000 tested, 0.24% active. P19429+P45379. IANBD-labeled TnC RTF fluorescence at EC20 calcium; 0% EC20 calcium, 100% full calcium. activation, % at 7.2 µM;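 active = activation above the mean over all tested compounds plus 3 SD, cut at about 30% in these data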;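 also: rise in fluorescence read as greater calcium sensitivity of cardiac thin filaments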
Numbers without * were called inactive; . = not tested or not shown.

SMILES	V-ATPase pH	HTR5A ag ctr	Keap1-Nrf2 PPI	OPRM1-OPRD1 inv	RTF Ca sens inh	CAL PDZ FP	HTR5A inv ag	MOR-DOR ag	LANA DNA inh	cardiac RTF act
COc1ccccc1CNC(=O)c1cccc(N(C)C)c1	0	5	-6	1	4	1	-19	-0.1	-0.9	5
NC(=O)c1ccc(=O)n(C2OC(CO)C(O)C2O)c1 (stereo not drawn)	2	4	-7	5	2	.	-13	-1.0	1.8	-4
CC(CCc1ccccc1)NC(=O)C1CCCN(c2nnc(-n3cccc3)s2)C1 (stereo not drawn)	-3	10	-5	-1	-11	-4	-29	0.2	0.2	-2
Cc1cc(Br)c2c(c1)C1(OCCO1)C(=O)N2	2	-3	-8	22	4	-2	11	-4.3	0.2	2
Cc1ccc(S(=O)(=O)N2CCOCC2)cc1C(=O)N(C)CCOc1ccc(Cl)cc1	2	3	0	-17	-10	-1	5	3.2	1.4	14
Cc1oc(-c2ccccc2)nc1C(=O)OCC(=O)NC(=O)NCC(C)C	1	1	-4	-22	-3	37*	-3	3.7	2.1	4
Cc1ccc(NC(=O)CN(C)C(=O)c2ccc(C(F)(F)F)cc2)cc1	-3	2	3	-25	-3	-4	-5	3.4	0.0	0
Cc1cc(NC(=O)c2cncc(Br)c2)no1	2	1	4	5	0	-3	-3	-1.2	0.0	0
CCOc1ccc(OCC)c(NC(=O)CCn2cccc2)c1	-4	7	-1	1	-18	-3	-47	-0.1	0.1	3
CSc1ccccc1C(=O)OCC(=O)N1CCCC1=O	4	-1	-5	8	-8	.	-7	-2.2	-1.7	2
Nc1ncnc(N(c2ccccc2)C2CCCCC2)c1[N+](=O)[O-]	2	4	-4	-9	-1	-2	-12	1.7	1.2	-1
O=C(Nc1nc(-c2cc(Cl)sc2Cl)cs1)c1cccs1	-3	0	-5	-17	6	-2	-1	3.5	-0.7	5
O=C(c1cccc(C(F)(F)F)c1)N1CCCCCC1	-5	-2	4	-4	0	-2	16	0.7	0.3	-10
O=C(OCc1cc2ccccc2[nH]c1=O)c1ccncc1	1	-7	-1	6	1	0	18	-1.2	2.5	5
COCC(=O)N1CCC(Oc2ccc(C(=O)NC(C)c3nc(C)sc3C)cc2)CC1 (stereo not drawn)	2	-1	-3	6	-6	-9	-5	-1.1	-0.6	-6
CCOC(=O)c1ccc(NC(=S)NN2CCN(C)CC2)cc1	-9	5	-1	13	-5	1	-12	-2.6	-1.8	-4
O=C1c2cccnc2C(=O)N1C1CCCCC1	6	4	-3	8	-9	.	-19	-1.6	0.9	-4
CC(OC(=O)c1ccco1)C(=O)Nc1ccc(Cl)cn1 (stereo not drawn)	-4	1	2	8	-9	1	-4	-1.5	-0.1	3
CC(=O)n1c(-c2ccccc2)c(-c2ccccc2)n(C)c1=O	5	-3	-1	12	-3	-3	17	-2.4	2.3	-3
COc1cccc(NC(=O)CN(C)C(=O)c2cccc(S(=O)(=O)N3CC4(C)CC3CC(C)(C)C4)c2)c1 (stereo not drawn)	2	3	2	-8	5	.	-9	1.6	0.7	1
C=CCn1c(Br)nc2c1c(=O)[nH]c(=O)n2C	-2	18*	-4	-1	-7	0	-47	0.1	0.8	2
O=C1NC2(CCCCCC2)N=C1c1ccc(F)cc1	6	-7	-5	1	-7	66*	18	-0.1	-0.6	0
COC(=O)C1CCN(c2ccc(Cl)nn2)CC1	-3	-2	-3	1	2	2	5	-0.2	0.1	6
COc1cc2cc(CCOC(=O)c3ccco3)oc(=O)c2cc1OC	-3	4	0	11	-27	-4	-9	-1.9	0.6	-3
C[C@H](CO)N1C[C@H](C)[C@H](CN(C)Cc2ccccc2)Oc2ccc(NC(=O)Nc3ccc(F)cc3)cc2C1=O	7	-2	-4	-36	-10	-1	-27	6.7	-1.1	4

Arranged by the number under MOR-DOR ag (largest number first): three from the list above
compound	V-ATPase pH	Keap1-Nrf2 PPI	OPRM1-OPRD1 inv	CAL PDZ FP	MOR-DOR ag	LANA DNA inh
O=C(c1cccc(C(F)(F)F)c1)N1CCCCCC1	-5	4	-4	-2	0.7	0.3
CC(CCc1ccccc1)NC(=O)C1CCCN(c2nnc(-n3cccc3)s2)C1 (stereo not drawn)	-3	-5	-1	-4	0.2	0.2
COc1ccccc1CNC(=O)c1cccc(N(C)C)c1	0	-6	1	1	-0.1	-0.9

Next part
SMILES	V-ATPase pH	HTR5A ag ctr	Keap1-Nrf2 PPI	OPRM1-OPRD1 inv	RTF Ca sens inh	CAL PDZ FP	HTR5A inv ag	MOR-DOR ag	LANA DNA inh	cardiac RTF act
CC1CCN(S(=O)(=O)c2ccc(C(=O)Nc3ccccn3)cc2)CC1	8	2	6	7	-3	-4	-5	-1.1	0.9	1
Cc1cc(C)nc(N/N=C/c2cc(C)n(CC(F)(F)F)c2C)n1	3	-1	0	9	1	-3	0	-1.7	0.0	3
COc1ccc(-c2cccc(NS(=O)(=O)c3ccc([N+](=O)[O-])cc3)c2)nn1	3	-7	-3	-18	6	7	17	3.3	1.0	5
COc1ccccc1Nc1nn2c(=O)c3ccc(C(=O)N4CCCCC4)cc3nc2s1	2	0	-5	9	-4	3	18	-1.8	0.4	-3
COCCN1CN(S(=O)(=O)c2cccc(Cl)c2)c2nc3ccccc3nc21	-1	-1	0	8	-5	1	16	-1.5	0.4	1
Cc1cc(C)n(-c2cc(-c3ccccc3)nc(C)n2)n1	-1	-2	8	-33	-3	-5	6	7.9	-4.7	-4
Cc1oc2cc(OC(=O)c3ccco3)ccc2c(=O)c1-c1nc2ccccc2n1C	2	-3	0	7	-11	0	5	-1.3	3.0	7
CC(=O)Nc1ccc(C(=O)NNC(=O)c2ccc(Cl)cc2Cl)cc1	1	-1	2	13	1	-6	5	-2.6	4.1	-2
Cc1ccnc(NC(=O)c2cccc(NC(=O)c3ccc(Cl)c(Cl)c3)c2)c1	1	-3	1	-7	1	-4	28	1.5	-0.5	0
COC(=O)CN1C(=O)C2(C(C#N)=C(N)Oc3cc(C)oc(=O)c32)c2ccccc21 (stereo not drawn)	4	-4	-1	7	3	3	10	-1.3	0.2	-2
CC(C(=O)NN=C(c1ccccc1)c1ccccc1)N1CCCC1 (stereo not drawn)	-3	0	2	-4	3	.	-7	0.8	0.5	3
COc1ccc(NC(=O)CN2C(=O)C(C)Oc3ccccc32)cc1OC (stereo not drawn)	4	9	0	4	-4	-3	18	-0.7	.	1
Cc1ccc2nc(/C(C#N)=C\c3ccc(OC(=O)c4cccs4)cc3)[nH]c2c1	-2	-2	-1	-15	-6	-1	0	2.5	0.5	9
Cc1noc(C)c1CSCC(=O)Nc1ccccc1N1CCCCC1	-1	2	0	-5	-1	-1	-5	0.9	0.4	0
COc1ccc(N(Cc2cc3cc(OC)ccc3[nH]c2=O)C(=O)c2cccnc2)cc1	-8	1	-3	18	-6	-1	7	-4.3	0.4	-3
O=C(O)CCSc1nnc(-c2ccncc2)n1-c1ccccc1	2	-4	-1	10	-3	2	13	-2.4	-2.1	-4
O=C(O)CCc1nn2cc(-c3ccccc3)nc2[nH]c1=O	1	0	-2	7	1	-2	-1	-1.2	1.1	2
Cc1cc(=O)oc2c1c(C)nn2-c1ccc(Br)cc1	-4	5	1	8	-2	-1	-14	-1.5	0.2	6
CCOc1ccc(C2C(C#N)=C(N)Oc3nc[nH]c(=O)c32)cc1OC (stereo not drawn)	-5	0	-2	19	-5	0	-15	-3.5	0.0	-1
O=C1CCCc2c1cc(C(=O)NC1CCSC1=O)c(=O)n2-c1ccccc1 (stereo not drawn)	-1	8	-2	7	-3	1	-19	-1.5	1.2	11
Cc1ccc(-c2cc(C(=O)n3cnc4ccccc43)c3ccccc3n2)cc1C	5	-6	-1	0	-7	5	13	0.0	2.5	2
COc1ccc(OC)c(N(CC(=O)N2CCc3ccccc3C2)S(C)(=O)=O)c1	4	1	-1	12	5	4	17	-2.0	0.4	3
Cc1nn(CCC#N)c(NC(=O)c2ccccc2)c1P(=O)(Nc1ccc(Br)cc1)N1CCOCC1 (stereo not drawn)	1	1	-3	13	-7	.	4	-2.5	-1.5	-4
Cn1nccc1C(=O)N1CCCC(Nc2ccc(F)cc2)C1 (stereo not drawn)	-6	-3	-1	2	4	0	-14	-0.4	-0.6	-10
O=C(CCC1CCCN(C(=O)Cn2cnnn2)C1)NCc1ccc(F)c(F)c1 (stereo not drawn)	11	1	-5	-17	-11	-1	-2	3.6	-2.7	8
More entries
SMILES	V-ATPase pH	HTR5A ag ctr	Keap1-Nrf2 PPI	OPRM1-OPRD1 inv	RTF Ca sens inh	CAL PDZ FP	HTR5A inv ag	MOR-DOR ag	LANA DNA inh	cardiac RTF act
COc1cc2c(cc1OC)C(c1ccccc1)N(C(=O)C(C)(C)C)CC2 (stereo not drawn)	0	3	-3	15	-3	-2	-12	-3.1	-1.7	-2
CCOc1ccc(C(=O)Nc2ccc(Cc3ccncc3)cc2)cc1Br	1	0	0	-6	1	8	-1	1.2	-0.8	0
CCN(CC(=O)Nc1ccc(Cl)c(C(F)(F)F)c1)CC(=O)NC1CCS(=O)(=O)C1 (stereo not drawn)	1	7	1	14	3	-6	-19	-2.6	0.3	0
O=C(NC1CCCCC1)C1CCCN(S(=O)(=O)c2cnc[nH]2)C1 (stereo not drawn)	-2	0	2	10	1	.	1	-1.9	0.6	-3
CN1CCN(S(=O)(=O)c2cc(C(F)(F)F)ccc2Cl)CC1	-2	7	3	3	-2	4	3	-0.6	-0.4	-1
COc1ccc(NC(=O)N2CCC(c3ccccc3)C2)c(OC)c1 (stereo not drawn)	4	-2	-8	3	3	.	5	-0.6	2.0	-4
CC1(C)CC(=O)c2cc(C(=O)O)c(=O)n(-c3ccccc3)c2C1	3	3	-1	10	-40	-5	-7	-1.7	-2.4	3
CC1CCN(CCc2nc3cc(NC(=O)COc4ccc(Cl)cc4)ccc3n2C)CC1	2	8	3	4	-6	.	-10	-0.7	5.3	-5
O=C(CCSc1nccn1Cc1ccccc1)N1CCOCC1	5	-2	2	5	-16	-2	-18	-0.8	1.8	4
Cc1ccc(S(=O)(=O)N2CCC[C@H]2C(=O)OC(C)C(=O)Nc2ncc(Cl)cc2Cl)cc1 (stereo partly drawn)	0	4	-1	0	-3	-1	1	0.1	-0.9	-7
Cc1cc(C)nc(N2CCC(C(=O)O)CC2)n1	6	4	0	-2	-3	-6	-16	0.3	1.6	2
Cc1ccc(CN2CCN(/N=C/c3sccc3C)CC2)c(C)c1	-2	9	0	1	-4	-1	-14	-0.2	-0.4	-5
COc1cccc(/C=N/n2nnnc2N)c1	-5	-1	3	21	-4	0	-9	-4.3	1.0	0
COc1ccc(N2CCN(C(=O)CSc3nnc(COc4cccc5cccnc45)o3)CC2)cc1	0	12	-2	4	-1	-6	0	-0.7	1.1	-1
CNc1ccn(C2CCCO2)c(=O)n1 (stereo not drawn)	0	5	2	17	-4	7	-17	-3.4	1.5	0
O=C(NC(=O)c1cccc(F)c1)Nc1nc(-c2ccc(F)cc2)cc(C(F)(F)F)n1	-1	1	-1	16	-5	7	7	-3.2	-0.2	-3
O=C(NC1CCCC1)c1cc2nc(-c3ccco3)cc(C(F)(F)F)n2n1	-2	-1	-4	8	2	-7	-11	-1.2	0.2	0
O=C(COC(=O)CNC(=O)c1ccccc1)NC1CCCC1	1	4	2	4	3	-4	9	-0.6	0.1	7
OCCCc1n[nH]c(=S)n1-c1ccccc1	0	-6	-1	7	-5	-6	16	-1.2	-1.0	-5
COc1ccc(SCCc2ccncc2)cc1	1	-3	-6	0	2	-1	13	-0.1	0.1	-4

Assay outcomes from PubChem.

Random draw from the library; any-hit rate near 2.8%.
